# Assay outcomes deposited in PubChem BioAssay by several laboratories.
# G6PDH CS: L. mesenteroides G6PDH inhibition counter-screen; Purified L. mesenteroides G6PDH, diaphorase/resazurin coupled fluorescence, 45 min; inhibition, % at 5 µM; 200,000 tested, 0.12% active; AID 1020; in the data active = inhibition above about 50%
# TLR4-MyD88 BLA: inhibitors of human TLR4-MyD88 binding | inhibition, % at 8.4 µM | 200,000 tested, 0.18% active | HeLa CL3-4 TLR4/MyD88 BLA complementation, FRET ratio | O00206+Q99836 | AID 861; in the data active = inhibition above about 25%;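 also: 0% = vehicle and 100% = reference inhibitor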
# Target sequence (O00206 whole entry, looked up): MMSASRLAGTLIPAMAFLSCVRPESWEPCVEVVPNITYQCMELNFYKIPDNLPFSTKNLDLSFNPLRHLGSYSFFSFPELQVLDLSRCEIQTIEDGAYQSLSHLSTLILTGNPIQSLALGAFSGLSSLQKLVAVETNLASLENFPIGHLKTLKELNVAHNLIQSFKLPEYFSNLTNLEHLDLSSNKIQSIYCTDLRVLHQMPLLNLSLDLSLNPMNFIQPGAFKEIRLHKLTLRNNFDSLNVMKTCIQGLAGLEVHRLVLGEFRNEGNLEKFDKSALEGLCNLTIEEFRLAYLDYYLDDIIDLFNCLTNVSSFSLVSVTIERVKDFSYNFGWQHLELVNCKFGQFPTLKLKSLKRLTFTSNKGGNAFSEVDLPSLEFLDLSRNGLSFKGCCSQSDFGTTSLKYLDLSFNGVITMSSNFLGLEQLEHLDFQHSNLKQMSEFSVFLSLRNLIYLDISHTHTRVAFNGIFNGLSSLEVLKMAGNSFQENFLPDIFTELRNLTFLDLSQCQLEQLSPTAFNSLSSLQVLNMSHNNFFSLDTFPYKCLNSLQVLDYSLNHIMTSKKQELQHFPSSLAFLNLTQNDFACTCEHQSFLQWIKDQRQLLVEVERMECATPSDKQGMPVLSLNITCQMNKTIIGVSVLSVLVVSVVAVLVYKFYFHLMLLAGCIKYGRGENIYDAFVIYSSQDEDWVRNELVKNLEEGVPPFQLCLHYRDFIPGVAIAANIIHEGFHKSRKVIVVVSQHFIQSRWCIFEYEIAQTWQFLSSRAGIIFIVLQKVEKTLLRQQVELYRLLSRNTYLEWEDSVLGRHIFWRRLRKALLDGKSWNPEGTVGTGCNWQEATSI
# Target sequence (Q99836 whole entry, looked up): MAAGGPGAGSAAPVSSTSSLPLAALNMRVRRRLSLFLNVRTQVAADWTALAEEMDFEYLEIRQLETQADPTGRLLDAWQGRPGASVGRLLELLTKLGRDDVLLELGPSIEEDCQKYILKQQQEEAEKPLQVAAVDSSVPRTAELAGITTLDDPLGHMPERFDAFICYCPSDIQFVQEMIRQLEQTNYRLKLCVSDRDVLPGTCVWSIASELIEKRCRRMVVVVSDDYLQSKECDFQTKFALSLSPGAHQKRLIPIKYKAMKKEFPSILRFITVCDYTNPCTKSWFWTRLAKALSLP
# Diaph act CS: counter-screen for diaphorase-based assays: diaphorase activators and chemical reducers; Diaphorase/resazurin coupled assay, resorufin fluorescence, 16 min; stronger effect = higher value; 1 = vehicle wells, 0 = NADH-free wells; 190,000 tested, 0.005% active; AID 1229; activation factor at 20 µM;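 active = diaphorase activity raised at least twofold by the compound at 20 µM; inactive = activation factor below 2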
#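 Material: purified diaphorase enzyme from Clostridium kluyveri / Medium: HEPES pH 7.4 buffer with MgCl2 and Tween 20 / Schedule: enzyme reaction of 16 min at room temperature / Measured by: resorufin fluorescence, excitation 544 nm, emission 590 nm / Evaluation: rise in resorufin formation, marking diaphorase activation or chemical reduction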
# STAT3 activator: increases IL-6 driven STAT3 reporter signal; 190,000 tested, 0.91% active; activation (% of control), % at 5.6 µM; U3A cells, IL-6 STAT3-luciferase reporter, luminescence; 100% = signal with IL-6 EC80 alone; AID 871;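 active = activation above the screen-wide mean of compound activation plus 3 SD, cut at about 130% in these data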;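 also: 0% = background luminescence of wells with medium and substrate only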
#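 Test system: STAT3-luciferase reporter U3A cells; Detection: reporter luminescence signal; Times: 1 h compound pre-exposure, 6 h IL-6 stimulation, 37 °C; Benchmarks: IL-6-only high control; Also added: IL-6 stimulus at 33 ng/mL final.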
# STAT1 blocker: STAT1 signaling inhibition; NIH 3T3 STAT1-luciferase reporter, IFN-gamma, luminescence; inhibition, % at 5.5 µM; 200,000 tested, 0.35% active;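 active = inhibition above a set limit, the mean inhibition across all tested compounds plus 3 SD, cut at about 34% in these data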;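 also: 0% = IFN-gamma with DMSO and 100% = IFN-gamma with 300 µM nifuroxazide; values of inactives mirror those of a sister screen read the other way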
# STAT1 activator: activators of IFN-gamma induced STAT1 signaling; NIH 3T3 STAT1-luciferase reporter, luminescence; 100% = IFN-gamma alone, no compound; activation (% of control), % at 5.5 µM; 200,000 tested, 2.6% active;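 active = activation above the screen-wide mean activation plus 3 SD, cut at about 130% in these data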;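 also: raw ratio to IFN-gamma control signal so 100% means no change and 0% no light; values of inactives mirror those of a sister screen read the other way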
# APP transl inh: APP translation inhibition. SH-SY5Y APP 5'UTR-luciferase reporter, luminescence. inhibition, % at 2 µM. 190,000 tested, 0.82% active;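 active = inhibition above a set limit, derived from the sample mean plus 3 SD, cut at about 45% in these data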; also: values of inactives mirror those of a sister screen read the other way
# STAT3 blocker: STAT3 signaling inhibition | U3A cells, IL-6 STAT3-luciferase reporter, luminescence; host cell line lacks STAT1 | inhibition, % at 5.5 µM | 190,000 tested, 0.89% active | AID 862;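 active = inhibition above the mean inhibition across all screened compounds plus 3 SD, cut at about 44% in these data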;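 also: 0% = DMSO only wells and 100% = 100 µM nifuroxazide control wells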
# Hsp70 act: Hsp70 transcriptional activation, primary screen | HeLa Hsp70 promoter luciferase reporter, luminescence; scaled: vehicle 0, proteasome-inhibitor control 100% | 200,000 tested, 0.04% active | activation, % at 10 µM;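 active = activation above the mean across all tested compounds plus 3 SD, cutoff set per campaign, cut at about 5.5% in these data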;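 also: 100% = MG132 at 30 µM as the positive control and 0% = DMSO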
# Diaph inh CS: diaphorase inhibition or chemical oxidation counter-screen; 190,000 tested, 0.69% active; diaphorase resazurin-to-resorufin fluorescence, NADH, 16 min; bacterial (C. kluyveri) enzyme, not human; inhibition, % at 20 µM;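 active = primary screen inhibition at 20 µM above a set limit, cut at about 50% in these data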;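 also: plate controls were DMSO with full reaction for no effect and wells lacking NADH for full effect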
#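 System: Bacterial diaphorase enzyme (C. kluyveri) | Incubation: 16-min room-temperature incubation before reading | Benchmarks: No-NADH positive control and DMSO neutral control | Measured by: Resorufin fluorescence 544/590 nm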
# * marks the source's active call; other numbers are inactive results; x = not tested or not shown. An excerpt. The share of hits here may be higher or lower than overall.
cpd	Molecule	G6PDH CS	TLR4-MyD88 BLA	Diaph act CS	STAT3 activator	STAT1 blocker	STAT1 activator	APP transl inh	STAT3 blocker	Hsp70 act	Diaph inh CS
1	O=c1[nH]c2ccccc2c(=O)n1-c1ccc(Cl)cc1Cl	-4	-1	0.9	95	4	96	3	12	-0.2	8
2	c1ccc(CC(NCc2ccco2)c2ccccc2)cc1 (stereo unspecified)	1	-16	1.1	102	-3	104	-6	2	-0.3	-7
3	Cc1ccc(-c2nc3ccccc3c(=O)n2-c2cc(C)ccn2)cc1	13	1	0.9	106	-1	101	-15	3	-0.2	14
4	O=C(CN1CC(c2ccccc2)CC1=O)NCc1ccc(F)cc1 (stereo unspecified)	6	0	0.9	93	4	96	-18	8	-0.3	10
5	Cc1ccc(N2C(=O)NC(=O)/C(=C\c3ccc([N+](=O)[O-])o3)C2=O)cc1	9	-4	0.7	101	5	95	11	1	0.0	31
6	CN1c2ccc([N+](=O)[O-])cc2CC2(C(=O)NC(=O)N(c3ccc(Br)cc3)C2=O)C1c1ccccc1 (stereo unspecified)	-17	3	0.8	109	2	98	-6	-17	-0.5	21
7	O=P(/C(=N/O)N1CCCCC1)(N1CCOCC1)N1CCOCC1	2	-4	1	103	-4	103	3	-3	-0.6	4
8	CC1CC(OP(O)(=S)c2ccc(N(C)C)cc2NC(=O)c2cccs2)CC(C)(C)C1 (stereo unspecified)	1	-1	0.8	116	-9	108	-9	-19	-0.1	18
9	COCc1ccc(CN2CCCC(C(=O)c3sccc3C)C2)o1 (stereo unspecified)	0	-2	0.9	90	8	93	10	13	-0.2	11
10	COc1ccc(/C=C2\C(=O)NC(=S)N(C)C2=O)cc1C	6	-4	0.9	101	10	90	-6	4	-0.1	8
11	c1cncc(C2CC(c3cccs3)n3ncnc3N2)c1 (stereo unspecified)	-1	3	1	108	2	96	0	-5	-0.4	3
12	CCc1cccc(CC)c1NC(=S)N1CC2CC(C1)c1cccc(=O)n1C2 (stereo unspecified)	8	4	0.9	90	-3	103	8	8	-0.4	11
13	O=C1CN=C(c2ccccc2F)c2cc(Cl)ccc2N1	12	4	1.1	91	6	95	-10	12	-0.3	-5
14	c1ccc(P(c2ccccn2)c2ccccn2)cc1	3	-10	1	94	-4	104	-9	8	-0.4	0
15	Nc1c(C(=O)NCc2ccco2)c2nc3ccccc3nc2n1CCN1CCCCC1	-25	-3	0.7	111	2	98	18	-10	-0.6	26
16	O=C1NC(=O)N(c2ccc3c(c2)OCO3)C(=O)/C1=C/c1cccs1	11	11	0.8	101	-3	103	-18	8	-0.2	19
17	Cc1ccc(S(=O)(=O)NP(=O)(Oc2ccccc2)Oc2ccccc2)cc1	11	-5	1	97	-1	101	0	10	-0.2	-4
18	O=P(CN1CCN(c2ccccc2)CC1)(N1CCCCC1)N1CCCCC1	3	-10	0.7	98	6	94	-8	7	0.1	25
19	CCNC(=O)C1OC(n2cnc3c(N)ncnc32)C(O)C1O (stereo unspecified)	x	-9	x	104	2	98	-8	3	-0.2	x
20	O=P(Nc1ccccc1)(Nc1ccccc1)Oc1ccc(Cl)cc1	5	10	0.8	95	11	90	-2	12	0.0	20
21	CN1CC(C(=O)c2ccc(Cl)cc2)C(c2ccccc2F)C1 (stereo unspecified)	10	8	1	99	4	95	-16	8	-0.5	0
22	O=C(CN1CCCCC1)Nc1ccc(Br)cc1C(=O)c1ccccc1Cl	5	-12	0.7	103	-6	106	-9	4	-0.4	30
23	CN1C(=O)C(=Cc2cc([N+](=O)[O-])ccc2N2CCCCC2)C(=O)N(C)C1=O	2	-8	0.9	113	0	100	-3	-1	0.2	10
24	Cc1cc(OC(=O)CCCNC(=O)OC(C)(C)C)c2c3c(c(=O)oc2c1)CCC3	7	10	0.8	90	-7	106	-6	15	-0.4	16
25	Clc1cccc(C2NCCc3[nH]cnc32)c1 (stereo unspecified)	6	-8	0.9	98	-2	102	5	4	-0.2	10
26	Cc1ccc(C2=NC(C)(C)N3C2C3c2ccc([N+](=O)[O-])cc2)cc1 (stereo unspecified)	0	6	0.9	108	0	100	-3	-7	-0.2	11
27	O=C1NC(=O)N(Cc2ccccc2)C(=O)/C1=C/N1CCCc2ccccc21	-6	-12	0.8	107	5	96	31	-5	-0.2	18
28	CC1CCCCN1CC(=O)c1ccc2cc[nH]c2c1 (stereo unspecified)	1	-1	0.8	115	4	97	-7	-8	-0.3	19
29	COc1ccc(Cl)cc1NC1=NCC(C)S1 (stereo unspecified)	-15	-8	0.9	101	5	97	4	2	0.2	6
30	CCCSc1nc(O)c(CC)c(=O)n1C(C)CC (stereo unspecified)	-5	1	0.9	99	-4	106	1	3	-0.1	11
31	C[C@@H]1C2C[C@@]34COC(=O)C3=CC=C[C@H]4[C@@]13C[C@H](c1ccoc1)O[C@@H]3O2	15	-1	1	99	-7	106	-2	-1	-0.1	4
32	CN(C)CC1CSCCC1(O)c1ccc(Cl)cc1 (stereo unspecified)	10	-3	1.1	97	3	99	-2	7	-0.2	-6
33	O=c1[nH]c(=O)n(Cc2ccco2)c(O)c1C=NCCCn1ccnc1	-16	-6	0.9	110	-8	108	17	-12	2.2	6
34	CCCNS(=O)(=O)c1ccc(OCC(=O)N2CCN(Cc3ccc4c(c3)OCO4)CC2)cc1	-7	10	0.8	70	15	86	-18	38	-0.3	16
35	O=C(c1cc2ccccc2oc1=O)N1CCC2(CC1)OCCO2	-7	-5	1	94	1	99	6	10	-0.8	2
36	Cc1ccsc1C(=O)C1CCCN(Cc2cnc(N3CCOCC3)s2)C1 (stereo unspecified)	10	-3	1	90	2	97	-18	16	-0.4	-4
37	O=C1NC(=O)N(Cc2ccccc2)C(=O)/C1=C\c1ccco1	3	8	0.9	118	-9	108	5	-20	-0.2	12
38	c1ccc2[nH]c(CCNC3CCCCC3)nc2c1	20	-3	0.8	137*	0	100	-2	-38	-0.3	19
39	COC(=O)c1c(C)[nH]c(C(=O)C(C)[N+]23CCN(CC2)CC3)c1C (stereo unspecified)	3	6	1	104	7	92	-31	-1	0.2	3
40	CN(C)C=C1C(=O)N(C2CCCCC2)C(=O)N(C2CCCCC2)C1=O	3	-4	0.8	103	6	94	11	0	-0.4	25
41	N=C(N)c1c(O)n(C2CCCCC2)c(=O)n(C2CCCCC2)c1=O	-12	0	0.8	105	-9	108	8	-3	-0.1	19
42	CCn1c(O)c(C=NCCc2c[nH]c3ccccc23)c(=O)[nH]c1=O	-4	3	1	94	-3	103	-21	10	-0.4	3
43	O=c1c2ccccc2nc(-c2ccoc2)n1-c1ccccc1	-5	-15	0.9	94	4	96	4	7	0.0	7
44	CCC(C#N)(CC)P(=S)(c1ccccc1)c1ccccc1	1	-4	0.9	96	10	91	7	5	-0.4	15
45	CC1CCCC(NC(=O)COC(=O)Cc2ccccc2)C1C (stereo unspecified)	5	0	0.9	97	-2	102	-7	4	-0.2	6
46	O=C(CN1CC(c2ccccc2)CC1=O)Nc1cccc(F)c1 (stereo unspecified)	18	1	1	99	1	99	-2	1	0.2	2
47	CC(C)[N+](C)(CCC(C(N)=O)(c1ccccc1)c1ccccc1)C(C)C	2	x	0.9	x	x	x	-13	x	0.6	10
48	Cc1cc(N2C(=O)C3CCCN3C2c2sccc2C)no1 (stereo unspecified)	12	-5	0.8	98	-3	103	7	5	-0.1	17

# Compound profiles, from the list above.
# O=c1[nH]c(=O)n(Cc2ccco2)c(O)c1C=NCCCn1ccnc1 is listed with G6PDH CS = -16; TLR4-MyD88 BLA = -6; Diaph act CS = 0.9; STAT3 activator = 110; STAT1 blocker = -8; STAT1 activator = 108; APP transl inh = 17; STAT3 blocker = -12; Hsp70 act = 2.2; Diaph inh CS = 6
# c1ccc(P(c2ccccn2)c2ccccn2)cc1 is listed with G6PDH CS = 3; TLR4-MyD88 BLA = -10; Diaph act CS = 1; STAT3 activator = 94; STAT1 blocker = -4; STAT1 activator = 104; APP transl inh = -9; STAT3 blocker = 8; Hsp70 act = -0.4; Diaph inh CS = 0

# Continued:
cpd	Molecule	G6PDH CS	TLR4-MyD88 BLA	Diaph act CS	STAT3 activator	STAT1 blocker	STAT1 activator	APP transl inh	STAT3 blocker	Hsp70 act	Diaph inh CS
49	O=c1[nH]c(=O)n(Cc2ccccc2)c(O)c1C=Nc1ccc(CN2CCOCC2)cc1	7	3	1.2	86	-5	105	6	23	-0.4	-19
50	CCC(=O)c1cn(Cc2ccccc2)c2ccccc12	3	13	0.9	113	-2	100	-5	-10	0.0	14
51	CC(=NCC1CCCO1)c1c(O)n(Cc2ccccc2)c(=O)[nH]c1=O (stereo unspecified)	12	5	0.8	97	1	99	-24	13	-0.3	19
52	Cc1cccc(CN2CCCC(C(=O)c3cccc(OC(C)C)c3)C2)n1 (stereo unspecified)	5	3	x	102	3	97	0	3	-0.5	x
53	COc1ccc(/C=C2\C(=N\O)C3CCN2CC3)cc1	3	-2	0.9	103	-7	107	-3	-1	0.0	10
54	CC1(C)N=C(c2ccccc2)[C@@H]2C(c3ccc([N+](=O)[O-])cc3)N21 (stereo partly specified)	-4	-7	0.9	103	-2	102	14	-2	-0.2	8
55	CCn1nc(/C=C/c2ccccc2)nc2c(=O)n(C)c(=O)nc1-2	61*	-2	1.5	39	86*	19	-41	74*	-0.5	-50
56	CCOC(=O)C(O)(c1ccc(N(CC)C(=O)COc2ccccc2)cc1)C(F)(F)F (stereo unspecified)	12	18	0.8	94	6	95	9	7	-0.2	16
57	Cc1ccc(NP(=O)(c2ccccc2)c2nc3ccccc3s2)cc1 (stereo unspecified)	2	-5	0.9	108	-10	110	-26	-10	-0.1	8
58	O=c1[nH]c(=O)n(Cc2ccccc2)c(O)c1C=NCCN1CCNCC1	29	-1	0.9	96	2	98	-10	5	-0.4	10
59	CC(C(=O)O)N(C(=O)c1ccccc1)c1ccc(F)c(Cl)c1 (stereo unspecified)	12	0	0.9	110	5	96	3	-1	-0.2	13
60	Cc1cccnc1NC1=NCC(C)S1 (stereo unspecified)	-13	6	0.9	98	-3	103	3	8	0.1	7
61	COc1ccc(CC2(CCc3ccncc3)C(=O)NC(=O)NC2=O)cc1	13	10	x	101	-5	102	10	1	-0.2	x
62	CCOC(=O)C1(CCOc2ccccc2)CCN(C2Cc3ccccc3C2)CC1	10	-16	0.9	105	-3	101	-1	1	-0.1	15

# Limited to Diaph act CS, Diaph inh CS and APP transl inh, for 2 of the compounds above:
No.	molecule	Diaph act CS	Diaph inh CS	APP transl inh
53	COc1ccc(/C=C2\C(=N\O)C3CCN2CC3)cc1	0.9	10	-3
54	CC1(C)N=C(c2ccccc2)[C@@H]2C(c3ccc([N+](=O)[O-])cc3)N21 (stereo partly specified)	0.9	8	14
